DT40 TDP1 CPT: growth inhibition of DT40 Tdp1-/-;hTDP1 cells with camptothecin (screen for TDP1 inhibitors); AID 686979; Potency, µM (titrated, usually from 46.2 µM), without a hit: top-dose activity change, negative = growth inhibition, most hits filed as inhibitors; 420,000 compounds, 12% hits; chicken DT40 Tdp1-/-;hTDP1 cells + 20 nM CPT, ATP luminescence, 48 h; also: nearly all actives have a fitted effect of over 55% in size
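Chicken DT40 Tdp1-/- cells complemented with human TDP1, 400 cells/well, exposed to compounds plus 20 nM camptothecin for at least 48 h at 37 C; viability read as ATP content by CellTiter-Glo luminescence.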
TDP1 block: blocks human tyrosyl-DNA phosphodiesterase 1 | Q9NUW8 | recombinant TDP1, AlphaScreen DNA substrate cleavage | Potency, µM (doses to about 130 µM), for the others: top-dose activity change, negative = inhibition, most hits filed as inhibitors | 350,000 compounds, 0.28% hits; also: nearly all actives have a fitted effect of over 40% in size
Target sequence (Q9NUW8 whole entry, looked up): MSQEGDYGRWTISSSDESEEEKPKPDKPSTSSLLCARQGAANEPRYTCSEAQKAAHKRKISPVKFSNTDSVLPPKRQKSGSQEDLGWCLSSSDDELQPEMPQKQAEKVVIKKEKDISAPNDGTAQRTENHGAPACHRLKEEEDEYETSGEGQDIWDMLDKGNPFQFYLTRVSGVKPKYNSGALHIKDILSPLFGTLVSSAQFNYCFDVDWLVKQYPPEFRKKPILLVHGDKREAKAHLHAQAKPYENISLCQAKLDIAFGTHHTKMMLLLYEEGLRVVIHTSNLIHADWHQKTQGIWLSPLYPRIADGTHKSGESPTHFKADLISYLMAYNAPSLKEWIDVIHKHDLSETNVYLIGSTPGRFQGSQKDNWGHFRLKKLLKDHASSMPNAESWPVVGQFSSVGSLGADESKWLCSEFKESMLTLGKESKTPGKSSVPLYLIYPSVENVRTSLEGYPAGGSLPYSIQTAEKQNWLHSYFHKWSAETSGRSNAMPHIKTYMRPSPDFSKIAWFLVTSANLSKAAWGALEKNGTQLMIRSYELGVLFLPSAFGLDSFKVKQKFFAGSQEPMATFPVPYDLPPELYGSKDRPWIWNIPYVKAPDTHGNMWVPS
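Enzyme-compound mixtures sat 15 min at room temperature, followed by a 5 min reaction with 15 nM final substrate and 10 min with AlphaScreen beads. Recombinant human Tdp1 was used at 1 nM final.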
TDP1 cell noCPT: qHTS for Inhibitors of human tyrosyl-DNA phosphodiesterase 1 (TDP1): qHTS in cells in absence of CPT; DT40 Tdp1-/- hTDP1 cells, no CPT, ATP luminescence, 48 h; Potency, µM (titrated, usually from 46.2 µM), inactives show top-dose activity change, negative = growth inhibition, most hits filed as inhibitors; 420,000 compounds, 15% hits; AID 686978, 2013; also: nearly all actives have a fitted effect of over 55% in size
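DT40 Tdp1-/-;hTDP1 cells, no CPT (DMSO vehicle only), 400 cells/well; compounds pin-transferred; ≥48 hr, 37 °C; CellTiter-Glo 30 min RT dark, luminescence read.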
Starred values were filed as active, the others as inactive; ? = inconclusive; . = no result given; & = joins results of further samples; [ ] = another dose, or the depositor's remark. Calls follow the shape of the dose curve; as a rule, active = well fitted curve in the direction sought with a large enough effect; inconclusive = small, poorly fitted or top-dose-only effect, or another doubt; inactive = no such curve, though single readings can be large; an effect the other way counts as inactive or inconclusive. % is scaled to controls: 0 for no effect and ±100 for the full control effect; potency is read from the fitted curve at half-maximal effect. Random draw from the library; any-hit rate near 18%.

SMILES	DT40 TDP1 CPT	TDP1 block	TDP1 cell noCPT
COc1ccc(NC(=O)c2ccc3c(c2)CCN3S(=O)(=O)c2ccccc2)c(OC)c1	?	2%	?
CC(=O)c1cccc(NC(=O)COC(=O)c2cccc(N3C(=O)c4ccccc4C3=O)c2)c1	10%	2%	-5%
COc1ccc(-c2ccc(SCc3ccccn3)nn2)cc1OC	13µM*	0%	?
Cn1cccc1C(=O)OCC(=O)NCc1cccs1	-2%	1%	-19%
O=C1NC2(CCCCC2)C(=O)N1c1cccc(Cl)c1	0%	.	-7%
O=C(CN1c2cccc3cccc(c23)S1(=O)=O)NCc1ccc(F)cc1	?	-1%	-29%
CC1(c2ccc3c(c2)OCCO3)NC(=O)N(CC(=O)Nc2c(F)cccc2F)C1=O (configuration not stated)	-1%	2%	22%
CC1(C)CC(=O)C(/C=N/c2ccccn2)=C(O)C1	-29%	3%	-2%
COc1ccc(OC)c(NC(=O)CSc2ccccc2)c1	1%	5%	-11%
CNC(=O)c1nn(-c2ccc(C)cc2)ccc1=O	5%	1%	8%
O=C(COc1cc2oc(=O)c3c(c2cc1Cl)CCC3)NCCCN1CCCC1=O	-7%	4%	-1%
CSCCC(NC(=O)c1ccco1)C(=O)OCc1cc([N+](=O)[O-])cc2c1OCOC2 (configuration not stated)	-22%	5%	-4%
CCCCN1CC(C)(C)Oc2cccc(F)c2S1(=O)=O	-13%	.	-25%
O=C(Nc1cnccn1)c1csc2ccccc12	-12%	3%	-1%
CC(C)C[C@H](CO)Nc1nc(N(C)c2cccc(Cl)c2)c2ncn(C(C)C)c2n1	16µM*	4%	?
Cc1cccc(C(=O)Nc2sc(-c3ccccc3)cc2C(=O)O)c1	?	1%	?
COc1ccccc1Cn1ccn(Cc2ccc(C)cc2)c(=O)c1=O	?	5%	?
C=CCOC(=O)C1=C(C)NC(SCC(=O)N(CC)CC)=C(C#N)C1c1ccccc1 (configuration not stated)	21µM*	0%	21µM*
C=CCNC1=C2C[C@@H](C)C[C@H](OC)[C@H](O)[C@@H](C)/C=C(\C)[C@H](OC(N)=O)[C@@H](OC)/C=C\C=C(/C)C(=O)NC(=CC1=O)C2=O	1.1µM*	12%&11%	0.38µM*
CN(Cc1ccccc1)C(=O)CSc1n[nH]c(N)n1	6%	.	3%
O=C(COC(=O)c1cc(S(=O)(=O)Nc2ccccc2Cl)ccc1O)Nc1ccc(F)c(F)c1F	13%	0%	-12%
O=C(NCc1ccc(F)cc1)c1ccc(CS(=O)(=O)Cc2ccccc2F)o1	?	8%	?
CCc1ccc(OCC(=O)NCc2nc(-c3cccc(C)c3)no2)c(Br)c1	-29%	-5%	-26%
CCOC(=O)[C@@H]1[C@H]2COc3ccc(Br)cc3[C@@H]2N2C(=O)N(c3ccc(C(F)(F)F)cc3)C(=O)[C@]12C	?	.	16µM*
COc1cc2c(c(OC)c1OC)-c1c(cc3c(c1OC)OCO3)C[C@@H](C)[C@](C)(O)C2	9%&-12%	.	?

Going on with the list.
SMILES	DT40 TDP1 CPT	TDP1 block	TDP1 cell noCPT
O=S(=O)(c1cccc2ccccc12)N1CCC2CC1c1cc(Cl)ccc12 (configuration not stated)	?	.	?
CCNC(=O)C1(C)CCN(C(=O)c2cc(C)oc2C)C1 (configuration not stated)	7%	.	0%
COc1ccc(-c2sc(Nc3ccccc3)n[n+]2-c2ccccc2)cc1Br	23µM*	.	15µM*
O=C(OCC1CC(c2ccccc2)=NO1)c1ccc(Br)cc1 (configuration not stated)	15%	-1%	-26%
COC(=O)c1ccc(-n2c(C)cc(C(=O)COC(=O)CC3Sc4ccccc4NC3=O)c2C)cc1 (configuration not stated)	?	6%	?
Cc1cc(/N=C/N(C)C)on1	-1%	-4%	6%
CCCCN(C(=O)CSc1c(C)c(C)cc(C)c1C)c1c(N)n(CCC)c(=O)[nH]c1=O	1%	1%	-11%
COc1ccc(OC)c(NC(=O)c2ccc(CSc3nnc(C)s3)cc2)c1	-7%	-3%	?
COc1ccc(CCN2C(=O)C3C4C=CC(C5CC45)C3C2=O)cc1OC (configuration not stated)	-19%	-1%	-28%
CSc1ccc(NC(=O)NCCCN2CCN(c3ccccc3F)CC2)cc1	21µM*	8%	21µM*
COCc1nc2oc3ccc(F)cc3c(=O)c2cc1C(=O)OC	9%	.	-5%
C/C(Cc1ccccc1)=N/NC(=O)CNC(=O)C(c1ccccc1)c1ccccc1	-7%	7%	-7%
CC1CCCC(NC(=O)C2CCN(S(=O)(=O)N3CCC4(CC3)OCCO4)CC2)C1C (configuration not stated)	-27%	4%	?
CCCCNS(=O)(=O)c1cc2c3c(c1)CCN3C(=O)CC2	9%	2%	0%
O=C(NCCN1CCC(n2c(=O)[nH]c3ccccc32)CC1)c1ccc(F)cc1F	-22%	.	-23%
C/C=C/c1cnc2c(c1)C(=O)N([C@H](C)CO)C[C@@H](C)[C@@H](CN(C)C(=O)NC1CCCC1)O2	-4%	.	-1%
CC1=C(C(=O)N2CCOCC2)C(c2ccc(Cl)cc2)NC(=S)N1 (configuration not stated)	22%	8%	1%
O=C(NCC1CC1)C1(C(F)(F)F)CC(CCCO)CCCO1 (configuration not stated)	-4%	1%	5%
CC1(C)CC(=O)C2=C(C1)N(Cc1cccnc1)C(=O)C2(NC(=O)C1CC1)C(F)(F)F (configuration not stated)	0%	7%	?
O=C(Nc1ccccc1)N1CCC(C(=O)N2CCN(c3ccccc3F)CC2)CC1	-19%	0%	-12%
CCOC(=O)c1ccc(Nc2c(OCC)c(=O)c2=O)cc1	1%	-3%	-4%
Cc1ccc(C(=O)NCCCNC(=O)COc2ccc(Cl)cc2)cn1	-9%	.	0%
COC(CNS(=O)(=O)c1cccc2nonc12)OC	39%[activator]	3%	-11%
CC(C)C(=O)Nc1c(-c2ccccc2)c(=O)c2ccccc2n1C	-26%	.	-20%
O=C(CCc1ccncc1)NC1CCCc2c1cnn2-c1cc(F)cc(F)c1 (configuration not stated)	1%	1%	?

Ordered by length of the SMILES (largest number first): part of the list above
SMILES	DT40 TDP1 CPT	TDP1 block	TDP1 cell noCPT
CCCCN(C(=O)CSc1c(C)c(C)cc(C)c1C)c1c(N)n(CCC)c(=O)[nH]c1=O	1%	1%	-11%
C/C(Cc1ccccc1)=N/NC(=O)CNC(=O)C(c1ccccc1)c1ccccc1	-7%	7%	-7%
COc1ccc(-c2sc(Nc3ccccc3)n[n+]2-c2ccccc2)cc1Br	23µM*	.	15µM*
COc1ccc(OC)c(NC(=O)c2ccc(CSc3nnc(C)s3)cc2)c1	-7%	-3%	?
CSc1ccc(NC(=O)NCCCN2CCN(c3ccccc3F)CC2)cc1	21µM*	8%	21µM*
Cc1ccc(C(=O)NCCCNC(=O)COc2ccc(Cl)cc2)cn1	-9%	.	0%
COCc1nc2oc3ccc(F)cc3c(=O)c2cc1C(=O)OC	9%	.	-5%

The list goes on:
SMILES	DT40 TDP1 CPT	TDP1 block	TDP1 cell noCPT
CCc1ccc(NC(=O)C2CCCN2S(=O)(=O)c2ccc3nc(-c4ccccc4)[nH]c3c2)cc1 (configuration not stated)	23µM*	0%	23µM*
COc1cc(C(=O)C(=O)c2ccc(OC)c(OC)c2)ccc1O	18%	.	-1%
N/C(=N\OCc1ccccc1)c1nonc1N	19%	1%	4%
COc1ccc(CC(=O)NNC(=O)c2ccco2)cc1	-1%	.	11%
Cc1ccc(C(=O)OCC(=O)NC(C)c2ccccc2)cc1C (configuration not stated)	2%	0%	4%
COc1ccc(C2C(C(=O)NCCN3CCOCC3)c3ccccc3C(=O)N2C2CCCCC2)cc1 (configuration not stated)	7.3µM*	5%[56.1 µM]	5.2µM*
COc1ccc(CCN(CC(=O)NCc2ccc(F)cc2)C(=O)c2snc(C(N)=O)c2N)cc1OC	-2%	13%	-21%
CC(C)c1ccc(/C=C2\SC(N3CCCC3)=NC2=O)cc1	?	8%	23µM*
O=C(CCc1ccccc1)Nc1cccnc1	5%	.	0%
CCCn1c(-c2ccncc2)n[nH]c1=S	1%	.	0%
COCOc1ccc(C2CC(=O)c3c(OCOC)cc(OCOC)cc3O2)cc1 (configuration not stated)	-18%	.	?
COc1ccc(CN(C)CCCn2cnc3c(OCc4ccccc4)ncnc32)cc1	?	.	?
COc1ccccc1N(Cc1ccccc1)S(=O)(=O)c1cccc(C(=O)O)c1	4%	-3%	9%
NC(=O)Cn1nnc(-c2ccc(C(F)(F)F)cc2)n1	-7%	7%	2%
COC(=O)CCc1n[nH]c(=O)[nH]c1=O	-14%	2%	-5%
Cc1cc(Cl)c(S(=O)(=O)N2CCSCC2)cc1OCC(N)=O	-22%	4%	-11%
CC(=O)c1ccc(NC(=O)C(NC(=O)c2ccccc2)=C(C)C)cc1	-10%	.	5%
Cc1ccc(-n2nnc(-c3nsc(NC(=O)c4ccc(C)c(C)c4)n3)c2C)cc1	13µM*	8%	13µM*
COc1ccc(S(=O)(=O)N2CCOCC2)cc1C(=O)Nc1cc(C)on1	4%	5%	-8%
N#C/C(=C/c1ccc(Br)o1)C(N)=O	-28%	2%[56.1 µM]	?
O=C(C1CC1)N1CCc2cc(Br)cc(S(=O)(=O)N3CCN(c4ccccc4F)CC3)c21	-21%	0%	?
CC1CCCN(C(=O)CSc2ncccn2)C1 (configuration not stated)	12%	10%	-5%
CCc1cccc(C)c1NC(=S)N1CCCCC1c1cccnc1 (configuration not stated)	-23%	.	-7%
O=C(Nc1ccncc1)c1cccc(S(=O)(=O)N2CCN(c3ccc(F)cc3)CC2)c1	21µM*	7%	21µM*
Cn1nc(OCCOc2ccccc2)ccc1=O	-1%	5%	-20%

Next part
SMILES	DT40 TDP1 CPT	TDP1 block	TDP1 cell noCPT
CCCNC(=O)CSc1nc2ccccc2c(=O)n1CCC	-1%	-3%	-1%
CN1CCN(c2ncc3nc(-c4cccc(C#N)c4)c(=O)n(Cc4ccc(F)cc4)c3n2)CC1	?	.	?
COc1cc(CN2CCC(C(=O)NC3CCCC3)CC2)ccc1O	-13%	.	-9%
Cc1cnc(NC(=O)CSC(=S)N2CCOCC2)s1	7%	0%	5%
Cc1cccc2cc(/C=N/NC(=O)CN3CCOCC3)c(Cl)nc12	10%	2%	-1%
Clc1ccccc1-c1nc2ccccc2c2nncn12	-1%	2%	-11%
O=C(c1ccccc1)C1Oc2ccccc2C2CC(c3cccs3)=NN12 (configuration not stated)	7%	1%	-19%
CCCCOC(=O)c1ccc(NC(=O)C2CCCO2)cc1 (configuration not stated)	-4%	2%	-16%
CC1=C(C(=O)Nc2ccccn2)C(c2ccc(N(C)C)cc2)n2ncnc2N1 (configuration not stated)	1%	1%	-2%
COCc1cc(C)nc(SCC[N+](C)(C)CC(=O)Nc2cccc(C)c2)c1C#N	6%	2%	-15%
Cc1cc(C)n(-c2nc3c(c(=O)[nH]c(=O)n3C)n2CC(O)c2ccccc2)n1 (configuration not stated)	-1%	2%	?
N#CCCN(Cc1ccccc1)C(=O)c1cccs1	13%	-2%	-7%
CCN(CC)C(=O)c1sc2c(c1C)c(=O)n(-c1ccc(Cl)c(Cl)c1)c(=O)n2Cc1cc(=O)n2ccccc2n1	-13%	0%	?
COc1ccc(OC)c(Cc2nnc(CCC(=O)NC3CCCCC3)o2)c1	3%	1%	2%
Cc1ccc(C)c(S(=O)(=O)N2CCCCC2CCNC(=O)C(=O)NCc2ccccc2)c1 (configuration not stated)	23µM*	6%	18µM*
CC(C)(C)NC(=O)CSC(=Nc1cccc(F)c1)NC#N	?	5%	?
O=c1[nH]c2ccccc2nc1/C=C/c1ccc(O)cc1	?	?	15µM*
Cc1ccc(-c2cc(C(F)(F)F)n3nc(-c4ccc(Cl)cc4)cc3n2)cc1	8%	.	-11%
Cc1cccc(NC(=O)CN2c3ccccc3S(=O)(=O)c3ccccc32)c1C	?	5%	?
O=S(=O)(NNc1ccc(F)cc1F)c1cccc(Cl)c1	2%	4%	2%
COc1cccc(N2CCN(c3ncnc4c3c(-c3ccccc3)cn4-c3ccc(F)cc3)CC2)c1	?	5%	?
Cc1ccc(O)c(NC(=O)c2ccco2)c1	?	7%	-17%
CSc1ccccc1NC(=O)c1noc2c1CCC2	?	16µM*	-20%
Cc1ccc(NC(=O)N2CCC(C(N)=O)CC2)cc1	3%	2%	-5%
O=C(CCc1ccccc1)N/N=C\C1CC=CCC1 (configuration not stated)	-2%	0%	-18%
CCN(CC)c1ccc(NC(=O)CCNC(=O)c2ccco2)cc1	7%	-1%	-17%

A stretch taken from the entries so far, for reference:
SMILES	DT40 TDP1 CPT	TDP1 block	TDP1 cell noCPT
CCCNC(=O)CSc1nc2ccccc2c(=O)n1CCC	-1%	-3%	-1%
CN1CCN(c2ncc3nc(-c4cccc(C#N)c4)c(=O)n(Cc4ccc(F)cc4)c3n2)CC1	?	.	?
COc1cc(CN2CCC(C(=O)NC3CCCC3)CC2)ccc1O	-13%	.	-9%

Screening data deposited in PubChem BioAssay by National Center for Advancing Translational Sciences (NCATS).
